GDH-TPI counter = counter-screen for M. tuberculosis FBA inhibitors: GDH-TPI coupled enzymes | GDH-TPI coupled enzyme counterscreen, NADH absorbance | AID 588335 | 360,000 compounds, 1.2% hits | inhibition, % at 4.8 µM;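 further: 0% = DMSO wells and 100% = wells lacking the enzyme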
Mtb UGM inh = Mtb UDP-galactopyranose mutase inhibition; inhibition, % at 10 µM; P9WIQ1; purified UGM, fluorescence polarization probe displacement; AID 504406; 320,000 compounds, 0.06% hits; in the data active means inhibition above about 10%, passing the limit was not always enough; inconclusive means no clear call, values can overlap the other calls
Target sequence (P9WIQ1 whole entry, looked up): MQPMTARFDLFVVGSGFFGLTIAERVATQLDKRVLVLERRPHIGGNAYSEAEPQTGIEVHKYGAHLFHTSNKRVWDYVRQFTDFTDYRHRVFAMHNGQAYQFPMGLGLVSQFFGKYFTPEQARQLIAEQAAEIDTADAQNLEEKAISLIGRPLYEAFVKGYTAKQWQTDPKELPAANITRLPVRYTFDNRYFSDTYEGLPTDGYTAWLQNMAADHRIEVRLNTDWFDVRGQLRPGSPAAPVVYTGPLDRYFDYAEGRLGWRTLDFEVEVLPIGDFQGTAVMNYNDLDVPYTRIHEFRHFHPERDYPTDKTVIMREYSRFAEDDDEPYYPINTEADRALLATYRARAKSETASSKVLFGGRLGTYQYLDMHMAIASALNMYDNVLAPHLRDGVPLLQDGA
PrPC TRFRET = cell surface PrPC inhibition, primary TR-FRET screen. AID 720596. P04156. inhibition, % at 13.8 µM. TR-FRET read-out. 370,000 compounds, 0.43% hits; in the data active means inhibition above about 24%; further: 0% = median of the test wells and 100% = reference compound wells
BoNT A protease = blocks Botulinum neurotoxin A light chain protease; multiplex microsphere protease substrate cleavage, flow cytometry; 360,000 compounds, 0.17% hits; inhibition, % at 10 µM; in the data active means inhibition above about 30%; inconclusive means no clear call, values can overlap the other calls; further: plate controls were buffer without enzyme for full effect and enzyme alone for no effect
FBA Mtb inh = inhibits M. tuberculosis FBA enzyme; P9WQA3; purified M. tuberculosis FBA, fluorescence read-out; inhibition, % at 1 µM; 360,000 compounds, 2.3% hits; AID 588726; in the data active means inhibition above about 27%;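 further: 0% = vehicle and 100% = reference inhibitor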
Target sequence (P9WQA3 whole entry, looked up): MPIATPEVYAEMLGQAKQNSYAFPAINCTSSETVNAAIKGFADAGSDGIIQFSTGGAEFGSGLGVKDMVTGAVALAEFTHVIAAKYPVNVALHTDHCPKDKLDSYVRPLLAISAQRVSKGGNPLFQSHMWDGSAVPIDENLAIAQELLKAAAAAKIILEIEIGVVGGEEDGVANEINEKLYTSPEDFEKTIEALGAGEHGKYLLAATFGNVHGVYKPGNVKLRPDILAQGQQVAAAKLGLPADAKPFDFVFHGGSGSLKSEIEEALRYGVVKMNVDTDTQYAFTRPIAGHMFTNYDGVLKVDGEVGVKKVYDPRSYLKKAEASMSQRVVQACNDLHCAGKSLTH
FadD28 binding = inhibitors of Mycobacterium tuberculosis FadD28 bisubstrate binding; FadD28 bisubstrate probe binding, fluorescence polarization; 360,000 compounds, 0.22% hits; inhibition, % at 12.5 µM; in the data active means inhibition above about 8.5%, passing the limit was not always enough; inconclusive means no clear call, values can overlap the other calls
Mtb BioA inh = inhibitors of Mycobacterium tuberculosis BioA enzyme | inhibition, % at 9.99 µM | purified M. tuberculosis BioA enzyme, plate reader | AID 602481 | 360,000 compounds, 0.096% hits; in the data active means inhibition above about 40%; inconclusive means no clear call, values can overlap the other calls
BoNT F protease = blocks Botulinum neurotoxin F light chain protease. inhibition, % at 10 µM. 360,000 compounds, 0.22% hits. Multiplex microsphere protease cleavage assay, flow cytometry; in the data active means inhibition above about 35%, passing the limit was not always enough; inconclusive means no clear call, values can overlap the other calls; further: plate controls were buffer without enzyme for full effect and enzyme alone for no effect
CCHF vOTU inh = blocks the CCHF virus ovarian tumor domain protease. CCHFV vOTU protease, Pep-AMC fluorescence. inhibition, % at 11.5 µM. 370,000 compounds, 0.55% hits; further: 0% = vehicle wells with enzyme and 100% = no enzyme wells
* marks the source's active call; other numbers are inactive results; ? = inconclusive; nt = no result given. Unless noted, no stated cut-off is given here; in the data, active means inhibition above about 30%; inactive means the rest.

The first two compounds as a preview:
SMILES	GDH-TPI counter	Mtb UGM inh	PrPC TRFRET	BoNT A protease	FBA Mtb inh	FadD28 binding	Mtb BioA inh	BoNT F protease	CCHF vOTU inh
Cc1ccc(/C=C2\SC(=S)N(CC3CCCO3)C2=O)o1 (stereo not drawn)	10	2.5	2	?	-7	-0.9	nt	?	12
COc1ccc(S(=O)(=O)N2CCCC2CNC(=O)C(=O)NC2CC2)cc1 (stereo not drawn)	-18	-5.0	-6	3.5	1	-1.7	0.4	2	-6

This part in full, from the start:
SMILES	GDH-TPI counter	Mtb UGM inh	PrPC TRFRET	BoNT A protease	FBA Mtb inh	FadD28 binding	Mtb BioA inh	BoNT F protease	CCHF vOTU inh
Cc1ccc(/C=C2\SC(=S)N(CC3CCCO3)C2=O)o1 (stereo not drawn)	10	2.5	2	?	-7	-0.9	nt	?	12
COc1ccc(S(=O)(=O)N2CCCC2CNC(=O)C(=O)NC2CC2)cc1 (stereo not drawn)	-18	-5.0	-6	3.5	1	-1.7	0.4	2	-6
O=C(N/N=C/c1sc(N2CCOCC2)nc1-c1ccccc1)c1ccccc1Cl	2	2.2	6	-1.6	1	-2.3	-0.2	-6	-7
Cc1ccc(NC(=O)CSc2nc(N)cc(=O)[nH]2)cc1S(=O)(=O)N1CCOCC1	12	1.2	-2	0.6	7	-0.9	-1.3	3	-12
Cc1ccc(Cn2nnc3c(=O)[nH]c(C4CCCN(S(=O)(=O)c5ccccc5)C4)nc32)cc1 (stereo not drawn)	1	-0.8	2	-0.1	0	-0.8	6.1	5	-7
CCc1nnc(NC(=O)CSc2nc3cccnc3n2C2CCCCC2)s1	1	0.6	6	0.9	1	-1.2	0.4	-15	2
Cc1nn(-c2ccccn2)c2c1C(c1ccsc1)C1=C(CCCC1=O)N2 (stereo not drawn)	16	-1.7	10	0.7	13	-4.8	nt	-5	-9
Cc1ccc(S(=O)(=O)N(C)C)cc1NC(=O)C(C)OC(=O)C1CCCCC1 (stereo not drawn)	-4	-0.4	4	-0.5	-2	-4.1	-2.3	3	4
Cc1ccc2c(c1)-c1c(ssc1=S)C(C)(C)N2C(=O)CSC1=NCCS1	9	1.6	-11	-1.6	-5	-2.2	0.5	-10	-17
O=C(COC(=O)/C=C/c1ccc(OC(F)F)cc1)NC(=O)NCc1ccccc1	-1	1.2	9	-4.8	0	-1.3	-1.1	-9	10
COc1ccc(-n2nc(C(=O)NCC(=O)N3CCC(C)CC3)c3ccccc3c2=O)cc1	3	4.4	-4	0.8	-3	-1.5	1.0	3	-14
O=c1c2ccccc2oc2cc(C#CC3(O)CCCCC3)ccc12	3	-0.5	4	-0.2	0	-5.2	-1.8	-1	9
CCN(CC(=O)Nc1c(F)cccc1F)C(=O)Cc1ccc(OC)c(S(=O)(=O)N2CCOCC2)c1	3	0.1	3	0.1	4	-2.1	nt	-1	0
O=C(NCCc1cccnc1)c1cc(COc2ccc(F)cc2F)on1	9	0.2	14	0.5	0	-1.2	0.2	-3	8
CC1=CSC2=NS(=O)(=O)CCN12	6	2.8	-9	-0.8	2	-1.8	-0.1	-7	6
C#Cc1ccc([C@@H]2C=C(C(=O)NCc3ccccc3)O[C@H](OCc3ccc(CO)cc3)C2)cc1	-2	1.2	-2	-0.1	-1	-3.1	-0.3	9	11
CCc1nccn1CCC(=O)N1CCCC(N2CCN(c3cccc(Cl)c3)CC2)C1 (stereo not drawn)	1	-4.6	1	-0.4	-2	-0.1	-1.0	5	5
O=C(Cn1ccccc1=S)c1ccc(Cl)c(Cl)c1	16	-3.0	-3	-0.7	-3	-2.7	-0.6	-5	-9
O=c1c2ccccc2nnn1CSc1ccccc1F	-3	3.5	-13	0.8	1	-4.4	1.9	0	2
NS(=O)(=O)c1ccc(NNC(=O)c2cccs2)cc1	-3	0.0	1	?	-1	-3.2	nt	?	-9
O=C(O)C1(c2ccccc2)CCN(S(=O)(=O)c2ccc(F)c(F)c2)CC1	-3	0.6	1	-0.2	1	-3.6	-0.5	-13	2
Cc1ccc(NC(=O)c2cc3c(s2)CCCC3)cc1S(=O)(=O)Nc1ccccc1Cl	27	-1.0	22	-0.9	1	3.7	-0.7	-2	-12
CCOC(=O)c1c(C)[nH]c(C(=O)COC(=O)CSC)c1C	7	-0.3	7	-0.5	2	-0.9	nt	1	4
COc1ccc(C(=O)CSC#N)cc1OC	-4	2.3	-1	0.4	-2	-1.8	nt	-1	7
Cn1cc(C(=O)OCC(=O)NC2CCCCC2)c2ccccc21	8	0.0	-3	-1.8	4	-0.3	-3.6	-11	3
CCC(=O)N1c2ccc(S(=O)(=O)NCc3ccccc3)cc2CC1C (stereo not drawn)	-3	0.7	4	1.4	-3	-3.4	-2.8	2	12
COc1ccc(NC(=O)CCC(=O)N(Cc2ccc(OC)c(OC)c2)c2nccs2)c(OC)c1	3	0.7	9	-0.7	8	1.8	nt	-6	-7
N#CCC(=O)Nc1ccc(C(=O)OCC(=O)C23CC4CC(CC(C4)C2)C3)cc1	0	-1.0	-3	-5.8	-2	3.6	-1.6	?	3
CCC(=O)N1CCc2cc(S(=O)(=O)CCC(=O)NCc3ccco3)ccc21	9	-0.9	-6	-0.2	0	-0.9	nt	-7	2
Cc1ncc([N+](=O)[O-])n1CC(=O)Nc1ccccc1F	-14	-0.3	-8	-3.3	1	-0.9	0.6	6	-9
CC(=O)Nc1ccc(N2C(=O)CC(N3CCSCC3)C2=O)cc1 (stereo not drawn)	7	-2.1	-1	0.2	1	-0.2	nt	2	-4
CC(C)c1ccc(N2CCN(C(=O)c3ccccc3NC(=O)/C=C\C(=O)O)CC2)cc1	8	2.6	-1	-1.6	4	2.2	-0.4	?	11
O=C(COC(=O)CN1C(=O)C2CCCCC2C1=O)Nc1c(Cl)cccc1Cl (stereo not drawn)	13	-1.6	-1	2.7	-2	-2.7	0.4	8	3
O=P(Cc1ccncc1)(c1ccccc1)c1ccccc1	9	-2.1	-3	-0.3	-9	-3.9	nt	-4	5
CCOC(=O)C1CCN(C(=O)c2c(C)oc3c2C(=O)c2ccccc2C3=O)CC1	-8	0.4	-37	0.5	-1	-2.9	2.6	0	61*
CCCn1c(SCC(=O)NNC(=O)c2ccc(C)cc2)nnc1C(C)C	5	-1.1	-1	-4.0	3	-1.6	-0.2	-23	0
CCOC(=O)c1cnc2c(C#N)cnn2c1N	-10	-0.4	10	-0.1	5	-3.7	nt	2	-12
Cn1c(=O)c2ncn(CC(=O)NCCOCc3ccccc3Cl)c2n(C)c1=O	-3	-0.7	0	-0.5	2	0.3	nt	-2	-8
O=C(Nc1nc(-c2ccc(F)c(F)c2)cs1)c1ccc(OCC2CCCO2)cc1 (stereo not drawn)	14	-1.7	6	0.8	2	-1.9	nt	1	0
COc1ccc2c(c1)sc1nc(=O)ccn12	-12	-0.2	1	-0.8	49*	-1.1	3.4	-29	-26
O=C(Nc1cc2c3c(c1)CC(=O)N3CCC2)c1ccccc1F	9	2.7	7	nt	8	1.0	-0.7	nt	-5
CC(NC(=O)/C(C#N)=C/c1ccc(N2CCOCC2)cc1)c1ccccc1 (stereo not drawn)	12	0.3	3	0.6	-7	-4.3	0.4	-5	12
COc1ccc(OC)c(NC(=S)N2CCN(Cc3ccccc3)CC2)c1	13	4.2	7	0.0	1	-1.9	nt	-3	8
O=Cc1ccc(N2CCCC2)o1	7	3.0	-5	0.4	-2	-2.2	nt	-2	12
O=C(NC1CCCN(Cc2ccccc2F)C1)c1cccs1 (stereo not drawn)	-8	2.4	-5	-0.1	-1	-2.6	0.7	-2	2
CSCC(C)N1CCC(Oc2cccc(C(=O)NCc3ccccn3)c2)CC1 (stereo not drawn)	-3	0.9	-7	-2.5	0	-2.7	-1.5	-14	-10
Cc1cccc(NC(=O)CC(=O)Nc2cccc(C)c2)c1	-1	0.2	5	1.5	3	3.2	0.3	14	-3
N/N=C/C(=N\Nc1ccc(Cl)cc1)C(=O)c1ccncc1	10	1.6	1	-0.7	-1	-1.8	-2.6	-6	-7
CC1CCCCN1C(=O)C1COc2ccccc2O1 (stereo not drawn)	1	0.2	0	4.9	2	-0.3	-3.5	10	4
Cc1cccn2c(=O)nc(SCC(=O)c3ccc(Cl)cc3)nc12	11	-1.7	7	0.2	0	-0.7	6.5	-6	-2
CC(=Nc1ccccc1O)c1sc2ccccc2c1O	9	-0.9	-19	-0.9	-18	-0.2	-2.5	-5	17
CN1CCN(CC(=O)Nc2nc3ccccc3s2)CC1	14	3.6	-6	1.1	0	-3.7	-0.7	-27	0
CCC(C)NS(=O)(=O)c1ccc(NC(=O)C2CCCO2)cc1 (stereo not drawn)	12	2.0	15	-1.3	-1	-1.2	nt	2	14
COc1cc2nc(/C=C/c3ccc(N(C)C)cc3)sc2cc1SC	19	-2.0	-2	39*	-1	-0.5	-5.4	-70	-10
Clc1cccc(Cl)c1/C=C/c1ccn[nH]1	-1	4.3	9	2.0	2	-4.8	-0.7	-4	10
CC(C)C(NC(=O)c1cccnc1)C(=O)O (stereo not drawn)	7	0.4	7	-0.4	2	0.8	-1.0	-4	-10
CCOC(=O)C1CCN(c2cc3c(cc2NC(=O)c2ccccc2Cl)n(C)c(=O)n3C)CC1	1	-1.3	-2	2.7	-2	-1.9	0.1	0	19
COc1ccc(OC)c(NC(=O)COC(=O)CCCN2C(=O)c3ccccc3C2=O)c1	-4	1.8	-7	1.6	0	-2.6	3.0	18	-2
CC1(C(=O)NS(=O)(=O)C2CC2)CCCN(C(=O)c2ccc(F)cc2Cl)C1 (stereo not drawn)	-1	nt	2	-0.7	-3	-3.6	-0.9	0	3
Cc1cccc(C)c1NC(=O)C1=C(O)c2ccccc2N(C)S1(=O)=O	25	-1.9	7	-0.1	-1	-0.2	-1.3	8	4

A second format for 2 compounds above:
CCC(=O)N1c2ccc(S(=O)(=O)NCc3ccccc3)cc2CC1C (stereo not drawn)
  GDH-TPI counter: -3
  Mtb UGM inh: 0.7
  PrPC TRFRET: 4
  BoNT A protease: 1.4
  FBA Mtb inh: -3
  FadD28 binding: -3.4
  Mtb BioA inh: -2.8
  BoNT F protease: 2
  CCHF vOTU inh: 12
Cc1cccc(NC(=O)CC(=O)Nc2cccc(C)c2)c1
  GDH-TPI counter: -1
  Mtb UGM inh: 0.2
  PrPC TRFRET: 5
  BoNT A protease: 1.5
  FBA Mtb inh: 3
  FadD28 binding: 3.2
  Mtb BioA inh: 0.3
  BoNT F protease: 14
  CCHF vOTU inh: -3

(list continues)
SMILES	GDH-TPI counter	Mtb UGM inh	PrPC TRFRET	BoNT A protease	FBA Mtb inh	FadD28 binding	Mtb BioA inh	BoNT F protease	CCHF vOTU inh
CSc1nnc(-c2ccccc2)o1	8	0.8	2	0.0	1	1.4	-0.6	4	-10
Cc1ccccc1NC(=O)Cn1nc(C)c2ccccc2c1=O	4	-0.8	10	-2.0	1	-3.4	-1.1	0	-8
Cc1ccnc(N2C(=O)c3ccccc3C2Nc2ccc3c(c2)OCCO3)c1 (stereo not drawn)	3	-1.2	15	-0.1	-2	1.5	1.0	-5	8
COc1ccc(Oc2cc(C)c3ccccc3n2)cc1	6	2.4	0	0.9	-3	-2.6	0.4	2	11
CCN(CC)N=Nc1ccc(S(N)(=O)=O)cc1	11	-2.9	2	-1.9	0	-2.1	nt	-9	7
Cc1nc2ccc3nc(NC(=O)c4ccco4)sc3c2s1	27	1.6	9	0.4	4	-3.4	-2.8	5	-9
OC(CNc1nc2ccccc2s1)c1ccccc1 (stereo not drawn)	-4	1.0	1	-0.4	0	-1.8	-0.9	3	7
COC(=O)C1=C(c2ccc(S(C)(=O)=O)cc2)C[C@@H]2CC[C@H]1N2C(=O)N1CCCCC1	-3	2.4	0	0.2	0	0.2	1.3	-7	0
CCc1n[nH]c(=S)n1/N=C/c1ccc(NC(C)=O)cc1	13	1.8	-2	-0.3	1	0.4	-0.7	0	-5
Cc1cc(C)c2sc(C)[n+](CCCS(=O)(=O)[O-])c2c1	0	-6.5	-11	-1.0	6	-1.3	0.6	-13	3
O=C(COC(=O)c1cccc2ccccc12)Nc1cccnc1Cl	-5	0.8	-4	-0.2	25	-4.9	nt	0	2
O=C(NCC(=O)N1CCN(C/C=C/c2ccccc2)CC1)c1ccc(Br)cc1	-5	-0.2	-7	1.2	9	-4.4	-0.4	6	16
O=C(CS(=O)(=O)c1ccc2ccccc2c1)N1CCCCCC1	3	0.3	3	-0.4	-3	-1.1	nt	-2	2

Bioassay records (PubChem)
